Bioassay records deposited in PubChem BioAssay by several laboratories.
TRPC6 inh = mouse TRPC6 channel inhibition; HEK293-TRPC6, membrane potential dye, ACh-evoked depolarization; hits give low values; B-score at 10 µM; hit rate 1.1% among 310,000; AID 2553;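 active = B-score under library mean minus 3 SD, initial fluorescence not abnormally high, positive integrated signal ratio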;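 note: B-score derived from integrated fluorescence ratio over the kinetic read; more negative B-score means stronger inhibition of depolarization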
SKKanGAS inh = SKKanGAS growth inhibition. S. pyogenes SKKanGAS, kanamycin growth, BacTiter-Glo, 6 h. inhibition, % at 7.5 µM. hit rate 1.3% among 300,000. AID 1662;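 active = mean replicate score, as percent of positive control median, at least 50; inconclusive = mean below 50 but one replicate at or above 50; inactive = mean and every replicate below 50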;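 note: strain carries kanamycin resistance gene driven by streptokinase promoter and grows in 40 µg/ml kanamycin; loss of luminescence reflects streptokinase promoter inhibition or plain growth inhibition; 0% = median of DMSO wells and 100% = positive control at its reference dose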
aSyn 5UTR inh = 5' untranslated region of α-synuclein, MLPCN primary screen; alpha-synuclein 5'UTR reporter, inhibitor activity; inhibition, % (tested at 7.5 µM); hit rate 0.82% among 300,000; in the data active = inhibition above about 60%; inconclusive = no clear call, values can overlap the other calls;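 note: H4 neuroglioblastoma cells stably carrying SNCA 5'UTR luciferase fusion; 0% = DMSO wells and 100% = positive control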
MrgX1 antagonist = antagonists of human MrgX1 receptor; MRGX1-HEK293 calcium flux, Fluo-4, BAM8-22 antagonism; hits give low values; hit rate 1.3% among 310,000; Q96LB2; B-score at 10 µM; AID 588676;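 active = calcium-response B-score plate-corrected more than 3 library SD below zero, starting fluorescence within 5 deviations, no agonist response on first addition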;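 note: peak minus trough fluorescence over baseline after final BAM8-22 challenge near maximal dose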
Target sequence (Q96LB2 whole entry, looked up): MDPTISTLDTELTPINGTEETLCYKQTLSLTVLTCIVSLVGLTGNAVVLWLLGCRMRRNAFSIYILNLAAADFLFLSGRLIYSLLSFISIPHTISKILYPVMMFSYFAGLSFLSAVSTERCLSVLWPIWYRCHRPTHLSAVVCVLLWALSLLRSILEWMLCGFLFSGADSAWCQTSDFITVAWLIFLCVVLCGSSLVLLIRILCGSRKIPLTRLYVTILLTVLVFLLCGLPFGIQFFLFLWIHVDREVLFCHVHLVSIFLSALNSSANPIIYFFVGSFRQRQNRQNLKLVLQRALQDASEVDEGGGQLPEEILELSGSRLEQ
TRPC4 act = opens the mouse TRPC4 cation channel; hit rate 0.49% among 310,000; Q9QUQ5; AID 2237; B-score at 10 µM; HEK293 TRPC4beta/mu-opioid, Fluo4 calcium fluorescence; hits give high values;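 active = B-score above 5 SD of library B-scores, and initial fluorescence ratio not above library mean plus 5 SD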;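 note: positive B-score marks a calcium rise read as TRPC4 activation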
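Assay system: HEK293 cells stably co-expressing mouse TRPC4beta and mu-opioid receptor / Timing: Fluo4 dye loading 45 min at room temperature, 110 s recording / Signal: Fluo4 calcium-sensitive dye fluorescence, kinetic, 1 Hz baseline / Read-out: integrated baseline-normalised fluorescence ratio, converted to per-well B score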
IEC-6 tox = kills IEC-6 intestinal cells in KLF5 counter-screen; IEC-6 cytotoxicity, luminescence viability; inhibition, % at 5 µM; hit rate 0.78% among 290,000; AID 1825; in the data active = inhibition above about 22%;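 note: 0% = plate median of test compound wells and 100% = cytotoxic reference compound wells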
TRPC6 activator = activators of mouse TRPC6 channel. HEK293-TRPC6 membrane potential dye fluorescence; hits give high values. B-score at 10 µM. hit rate 0.13% among 310,000. AID 2550;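 active = B-score of the integrated fluorescence ratio above library mean plus 3 SD, and starting fluorescence ratio within library mean plus 5 SD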;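 note: higher score means more depolarization so channel activation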
TRPC4 potent = allosterically enhances the mouse TRPC4 cation channel | hit rate 0.42% among 310,000 | HEK293 TRPC4beta/mu-opioid, DAMGO EC20, Fluo-4 Ca2+ flux; hits give high values | B-score at 10 µM | Q9QUQ5;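 active = B-score of calcium response area above 5 SD of library B-scores, with initial fluorescence ratio within 5 SD of library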;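 note: B-score of integrated fluorescence ratio over time as area under calcium response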
TRPC4 block = TRPC4 (mouse) channel inhibition; Q9QUQ5; B-score at 10 µM; hit rate 0.39% among 300,000; AID 2247; HEK293 TRPC4beta/mu-opioid, DAMGO-evoked Fluo4 calcium flux; hits give low values;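 active = B-score over 3 SD under the library average, no early fluorescence shift, positive overall ratio signal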
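Assay system: Stable TRPC4beta/mu-opioid receptor HEK293 cells | Reagent: DAMGO in two steps, submaximal then maximal | Compound dosing: Single concentration per test compound | Signal: Fluo4 Ca2+ flux fluorescence | Evaluation: Per-well B score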
KLF5 inhibitor = inhibitors of KLF5 expression | DLD-1 KLF5 promoter-luciferase reporter, luminescence | inhibition, % at 5 µM | hit rate 0.23% among 290,000;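 active = inhibition above a per-plate limit of that plate's mean compound inhibition plus 3 SD, cut at about 60% in these data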;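 note: 0% = DMSO wells and 100% = LY294002 at 200 µM; higher means less KLF5 promoter-driven luciferase light; inactives centre near -14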
HIF act = HIF pathway transcriptional activation | activation, % at 7.5 µM (by protocol) | U2OS HRE-luciferase reporter, luminescence; normalized: DMSO 0%, desferrioxamine 100% | hit rate 0.32% among 300,000 | AID 1910;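 active = mean activation of at least 10% of the iron chelator positive control signal, with at least half of replicates also reaching 10%; inconclusive = mean and replicate majority disagree about reaching 10%; inactive = mean and most replicates under 10%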
Active calls of the source: *; i = inactive; u = inconclusive; x = not tested or not shown.

cpd | compound | TRPC6 inh | SKKanGAS inh | aSyn 5UTR inh | MrgX1 antagonist | TRPC4 act | IEC-6 tox | TRPC6 activator | TRPC4 potent | TRPC4 block | KLF5 inhibitor | HIF act
1 | O=[N+]([O-])c1ccc(Oc2cccc(Br)c2)c2ccncc12 | i | 1 | 14 | i | i | -3 | i | i | i | 10 | -0.4
2 | CC(C)CNc1ncnc2c1sc1nc(N3CCOCC3)c3c(c12)CC(C)(C)OC3 | i | -6 | 46 | i | i | 4 | i | i | i | -14 | -0.1
3 | CC1(C)Cc2c(ccc3ccccc23)C(=O)N1 | i | -5 | -8 | i | i | 0 | i | i | i | -6 | 3.2
4 | Cc1ncc(N=Nc2ccccc2Cl)c(-c2ccccc2)n1 | i | 30 | 22 | i | i | 4 | i | i | i | -20 | -0.4
5 | Cn1c(SCC(=O)N2CCCCC2)nnc1-c1ccc(S(=O)(=O)N2CCOCC2)cc1 | i | 4 | -9 | i | i | -2 | i | i | i | -5 | -0.2
6 | Cc1c(Cl)cccc1NC(=O)CSCC(N)=O | i | -11 | -5 | i | i | -3 | i | i | i | 3 | -0.1
7 | Cc1ccn(C(=O)c2ccc(NC(=O)C3CCCCC3)cc2)n1 | i | 15 | -70 | i | i | -8 | i | i | i | 0 | 0.8
8 | CCOC(=O)c1sc(NC(=O)C2CC2)cc1C | i | 1 | -19 | i | i | -9 | i | i | i | -18 | 0.5
9 | C=CCn1c(C)c(C(=O)OCC)c2cc(O)c3ccccc3c21 | i | 2 | -22 | i | i | 1 | i | i | i | -6 | -10
10 | COCCNCC(O)CON=C1c2ccccc2-c2ccccc21 (stereo unspecified) | i | 2 | -11 | i | 55* | 4 | i | i | i | -6 | -0.5
11 | COc1ccc(/C=C2\SC(=S)N(CCCC(=O)N3CCN(C)CC3)C2=O)cc1 | i | 11 | -18 | i | i | -4 | i | i | i | -31 | -0.5
12 | CCCCN(CC)CCNC(=O)c1cc2c(-c3ccc(Cl)cc3)nn(C)c2s1 | i | -2 | 79* | i | 94* | 4 | i | i | i | -26 | 1.6
13 | Cc1[nH]c2ccc(F)cc2c1CCN(Cc1cccnc1)C(=S)Nc1cccc(F)c1 | i | 6 | 18 | i | i | 4 | i | i | i | -13 | -11
14 | CCOC(=O)N1CCN(C(=O)C(=O)Nc2ccc3nc4n(c(=O)c3c2)CCCCC4)CC1 | i | 0 | -24 | i | i | 2 | i | i | i | -29 | -0.2
15 | CC1CC(C)CN(S(=O)(=O)c2ccc(NC(=S)NC(=O)c3ccccc3)cc2)C1 (stereo unspecified) | i | -2 | -21 | i | i | 3 | i | i | i | -36 | 0.5
16 | Cc1ccc(OCC(=O)Nc2ccc(S(=O)(=O)N3CCCC3)cc2)cc1 | i | 5 | -7 | i | i | -3 | i | i | i | 6 | 0.0
17 | O=C(/C=C/c1ccc([N+](=O)[O-])cc1)N(c1ccccn1)C1CCCCC1 | i | 2 | -4 | i | i | -3 | i | i | i | 4 | -0.4
18 | CCCCNC(=O)c1cc(C)no1 | i | -19 | 1 | i | i | -7 | i | i | i | -30 | -0.1
19 | COc1ccc(-c2cc(C(=O)N3CCCC3)c3ccccc3n2)cc1OC | i | -1 | 0 | i | i | -10 | i | i | i | -16 | 0.2
20 | O=C(CS(=O)(=O)c1ccc(C(F)(F)F)cn1)NNC(=O)c1ccccc1 | i | 2 | 2 | i | i | -8 | i | i | i | -13 | -0.5
21 | CCn1c2ccccc2c2cc(NC(=O)c3cccc([N+](=O)[O-])c3C)ccc21 | i | 39 | -12 | i | i | 5 | i | i | i | -27 | 0.8
22 | COC(=O)c1ccc(C2c3c(oc4ccccc4c3=O)C(=O)N2CCCN2CCOCC2)cc1 (stereo unspecified) | i | 0 | -27 | i | i | 3 | i | i | i | -23 | -0.1
23 | COCCNC(=O)CSCc1cc(C)cc(C)c1 | i | -20 | -8 | i | i | 2 | i | i | i | -16 | -0.6
24 | O=S(=O)(CCc1ccncc1)C1Cc2cccc3cccc1c23 (stereo unspecified) | i | -3 | 20 | i | i | -5 | i | i | i | -13 | 0.1
25 | COc1ccccc1N1CCN(C(=O)C2CCN(S(=O)(=O)c3ccc4c(c3)CC(C)N4C(C)=O)CC2)CC1 (stereo unspecified) | i | -3 | -4 | i | i | 9 | i | i | i | -46 | -0.8
26 | CCN(CC)c1ccc(/C=C2\NC(=O)NC2=O)cc1 | i | -7 | 5 | i | i | 15 | i | i | i | -20 | 2.6
27 | Cc1ccc(-c2nc(SCC(=O)Nc3ccccc3OC(F)F)c3c(C)c(C(=O)O)sc3n2)cc1 | i | 48 | -22 | i | i | -3 | i | i | i | -30 | -0.3
28 | Cc1ccsc1/C=C1/C(=O)NN(c2ccccc2)C1=O | i | 1 | 19 | i | i | -3 | i | i | i | -24 | -0.5
29 | COc1ccc2c(c1)c(CC(=O)Nc1cc(C)ccc1C)c(C)n2C(=O)c1ccc(Cl)cc1 | i | 21 | 0 | i | i | 2 | i | i | i | -12 | -0.1
30 | Oc1c(C(c2ccccn2)N2CCCCC2)cc(Cl)c2cccnc12 (stereo unspecified) | i | 54* | -15 | i | i | -11 | i | i | i | 19 | -0.2
31 | CC(=O)c1c(C)[nH]c(C(=O)Nc2nc(C)cs2)c1C | i | -2 | 86* | i | i | -12 | i | i | i | 19 | -5.5
32 | COc1cccc(CN2CCCC(C(=O)N3CCCCC3)C2)c1 (stereo unspecified) | i | -3 | -11 | i | i | 0 | i | i | i | -31 | -0.1
33 | CCN(CCNC(=O)C1=C(C)C(=O)OC12CCC(C)CC2)c1ccccc1 (stereo unspecified) | i | 1 | 1 | i | i | -5 | i | i | i | -35 | 0.2
34 | COc1ccc(S(=O)(=O)Nc2c(C(=O)O)[nH]c3ccc(OC)cc23)cc1 | i | 5 | -1 | i | i | 1 | i | i | i | -17 | 0.7
35 | O=C(CCc1ccc(S(=O)(=O)N2CCOCC2)cc1)Oc1ccccc1 | i | -5 | -14 | i | i | 2 | i | i | i | 4 | 0.3
36 | O=C(NCCc1ccc(Cl)cc1)c1ccc2[nH]c(=O)c(=O)[nH]c2c1 | i | -2 | -4 | i | i | -4 | i | i | i | 0 | 0.9

Random excerpt: five records from the list
cpd | compound | TRPC6 inh | SKKanGAS inh | aSyn 5UTR inh | MrgX1 antagonist | TRPC4 act | IEC-6 tox | TRPC6 activator | TRPC4 potent | TRPC4 block | KLF5 inhibitor | HIF act
27 | Cc1ccc(-c2nc(SCC(=O)Nc3ccccc3OC(F)F)c3c(C)c(C(=O)O)sc3n2)cc1 | i | 48 | -22 | i | i | -3 | i | i | i | -30 | -0.3
4 | Cc1ncc(N=Nc2ccccc2Cl)c(-c2ccccc2)n1 | i | 30 | 22 | i | i | 4 | i | i | i | -20 | -0.4
32 | COc1cccc(CN2CCCC(C(=O)N3CCCCC3)C2)c1 (stereo unspecified) | i | -3 | -11 | i | i | 0 | i | i | i | -31 | -0.1
21 | CCn1c2ccccc2c2cc(NC(=O)c3cccc([N+](=O)[O-])c3C)ccc21 | i | 39 | -12 | i | i | 5 | i | i | i | -27 | 0.8
26 | CCN(CC)c1ccc(/C=C2\NC(=O)NC2=O)cc1 | i | -7 | 5 | i | i | 15 | i | i | i | -20 | 2.6

The list goes on:
cpd | compound | TRPC6 inh | SKKanGAS inh | aSyn 5UTR inh | MrgX1 antagonist | TRPC4 act | IEC-6 tox | TRPC6 activator | TRPC4 potent | TRPC4 block | KLF5 inhibitor | HIF act
37 | Fc1ccccc1CNCC1CCCO1 (stereo unspecified) | i | -3 | -3 | x | i | -3 | i | i | i | -36 | 1.7
38 | COc1ccc(Nc2nc(N/N=C/c3ccc(N(C)C)cc3)nc(C)c2[N+](=O)[O-])cc1 | i | 11 | 4 | i | i | -8 | i | i | i | -15 | u
39 | COc1ccc2ccccc2c1/C=N/Nc1cccc(C(=O)O)c1 | i | -7 | -108 | i | i | 0 | i | i | i | -137 | u
40 | CC1=NNC(=O)C1C(c1ccc(Cl)cc1)C(C#N)C#N (stereo unspecified) | i | 2 | -15 | i | i | -4 | i | i | i | -11 | -0.2
41 | CC(C)c1nnc(NC(=O)CN(C)S(=O)(=O)c2ccc3c(c2)OCCO3)s1 | i | -6 | -11 | i | i | 4 | i | i | i | -3 | 0.1
42 | NS(=O)(=O)c1ccc(NC(=O)/C=C/c2cn(-c3ccccc3)nc2-c2cccc(Cl)c2)cc1 | i | 20 | -31 | i | i | 2 | i | i | i | -9 | -2.1
43 | COc1ccc(C(=O)NNC(=S)NC(=O)c2cccnc2)cc1 | i | 15 | 4 | i | i | 0 | i | i | i | -23 | -0.2
44 | CCOC(=O)c1cnc(-n2cc(C)cn2)nc1NCc1ccc2c(c1)OCO2 | i | -8 | 39 | i | i | 0 | i | i | i | -12 | -0.1
45 | COc1ccc(-n2c(Cc3cccn3C)nnc2SCC(=O)NCc2ccccc2Cl)cc1 | i | -1 | 28 | i | i | -4 | i | i | i | 10 | -0.5
46 | Cc1cccc(Nc2nc3ccccc3n3nnnc23)c1 | i | -7 | -47 | i | i | 8 | i | i | i | -12 | 0.2
47 | COC(=O)Cn1c2ccc(OC)cc2c2nc(C)sc21 | i | -16 | 1 | i | i | 0 | i | i | i | -15 | 0.4
48 | COc1ccccc1CNC(=O)C(C)n1nc(C)c2c(C)n(-c3ccccc3)nc2c1=O (stereo unspecified) | i | -8 | 29 | i | i | -2 | i | i | i | -5 | -0.7
49 | O=C(C1=C[C@H](C2CCCCC2)C[C@H](OCCCCO)O1)N1CCN(Cc2ccccc2)CC1 | i | 4 | 17 | i | i | 11 | i | i | i | -2 | -0.3
50 | CCOc1ccc(/C=C2\SC(=S)N(C(C(=O)O)c3ccccc3)C2=O)cc1OC (stereo unspecified) | i | 17 | 9 | i | i | 1 | i | i | i | -1 | 0.8
51 | O=C(COc1ccc2ccccc2c1)N1CCN(C(=O)c2ccco2)CC1 | i | 6 | 21 | i | i | -3 | i | i | i | -3 | 0.0
52 | CCCCc1ccc(NC(=O)COc2ccc(C(=O)Nc3ccccc3OCC)cc2)cc1 | i | 0 | 22 | i | i | -4 | i | i | i | -28 | -0.7
53 | Cc1ccccc1NC(=O)Cc1nnc(NC(=O)Nc2ccccc2F)s1 | i | -13 | -20 | i | i | 8 | i | i | i | -12 | 0.4
54 | O=C(O)CCCNC(=O)/C(=C\c1ccccc1F)NC(=O)c1ccccc1 | i | 1 | 10 | i | i | -6 | i | i | i | -41 | 0.2
55 | CC(CC(=O)c1cccs1)CC(=O)c1cccs1 | i | 12 | -144 | i | i | -4 | i | i | i | -67 | 1.3
